Screens deposited in PubChem BioAssay by several laboratories.
ZTA counter: counter-screen for EBNA-1 inhibitors: inhibitors of Epstein-Barr virus ZTA | P03206 | ZTA-DNA binding, fluorescence polarization | inhibition, % at 11 µM | actives 0.15% (n = 320,000); in the data active means inhibition above about 33%
Target sequence (P03206 whole entry, looked up): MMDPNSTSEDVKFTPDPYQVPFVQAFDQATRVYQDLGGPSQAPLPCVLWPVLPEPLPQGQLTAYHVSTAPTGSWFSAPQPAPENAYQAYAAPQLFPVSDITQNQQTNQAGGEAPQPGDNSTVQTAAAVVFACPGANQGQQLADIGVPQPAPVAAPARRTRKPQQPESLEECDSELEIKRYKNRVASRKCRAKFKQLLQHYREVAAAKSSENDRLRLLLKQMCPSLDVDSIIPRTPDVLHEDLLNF
CTSL1 counter: cathepsin L1 inhibition, PFM18AAP counter-screen. inhibition, % at 5.96 µM. actives 0.49% (n = 300,000). recombinant F. hepatica cathepsin L1, Z-Leu-Arg-MCA fluorescence;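 active means inhibition above the mean of all tested compounds plus 3 SD, set per screening campaign, cut at about 17% in these data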;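 further: 0% = plate median of test compound wells and 100% = 1 µM Z-Phe-Ala-diazomethylketone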
JMJD2C inh: inhibitors of human GASC-1 (JMJD2C) demethylase; Q9H3R0; GST-JMJD2C(1-420) H3K9me3 demethylation, DELFIA europium; inhibition, % at 2.35 µM; actives 0.069% (n = 330,000);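 active means more than half of a compound's replicate wells show inhibition beyond 50%, single wells judged on their own value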;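 further: signal counts dimethyl H3K9 product captured on neutravidin plate; 0% = median of DMSO wells and 100% = 0.3 times that DMSO median; strong numbers were not always called active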
Target sequence (Q9H3R0 1-420 limits assumed): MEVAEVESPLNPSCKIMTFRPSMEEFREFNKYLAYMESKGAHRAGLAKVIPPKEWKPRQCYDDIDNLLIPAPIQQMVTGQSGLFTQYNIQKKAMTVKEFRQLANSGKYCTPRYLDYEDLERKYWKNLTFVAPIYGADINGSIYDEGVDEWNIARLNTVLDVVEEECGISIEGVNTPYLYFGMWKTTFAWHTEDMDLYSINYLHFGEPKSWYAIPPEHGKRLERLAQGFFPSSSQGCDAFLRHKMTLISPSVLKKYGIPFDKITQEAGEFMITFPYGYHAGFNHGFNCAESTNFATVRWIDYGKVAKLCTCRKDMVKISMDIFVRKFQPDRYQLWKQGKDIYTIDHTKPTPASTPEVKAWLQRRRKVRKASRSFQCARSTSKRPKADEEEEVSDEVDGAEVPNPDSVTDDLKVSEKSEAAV
TPT1 inh: inhibitors of Candida albicans tRNA 2'-phosphotransferase TPT1 | recombinant caTPT1, FP RNA substrate dephosphorylation | inhibition, % at 5 µM | actives 0.81% (n = 300,000) | AID 1962;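 active means inhibition above the mean of all tested compounds plus 3 SD, set per screening campaign, cut at about 24% in these data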;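 further: plate controls were DMSO alone for no effect and ferristatin control at 100 nM for full effect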
PP5 primary: PP5 (human) phosphatase inhibition | actives 0.18% (n = 320,000) | purified PP5c, OMFP substrate fluorescence | AID 1987 | inhibition, % at 6.7 µM;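 active means inhibition above the campaign's mean inhibition across all tested compounds plus 3 SD, cut at about 9.5% in these data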;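 further: 0% = DMSO only and 100% = 100 µM cantharidin control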
PP1 inh: counter-screen for PP5 inhibitors: inhibitors of human PP1-alpha | purified PP1alpha, OMFP fluorescence | inhibition, % at 6.7 µM | actives 0.9% (n = 320,000) | P62136;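 active means inhibition above the mean inhibition of all tested compounds plus 3 SD, computed separately for each screening campaign, cut at about 15% in these data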
Target sequence (P62136 whole entry, looked up): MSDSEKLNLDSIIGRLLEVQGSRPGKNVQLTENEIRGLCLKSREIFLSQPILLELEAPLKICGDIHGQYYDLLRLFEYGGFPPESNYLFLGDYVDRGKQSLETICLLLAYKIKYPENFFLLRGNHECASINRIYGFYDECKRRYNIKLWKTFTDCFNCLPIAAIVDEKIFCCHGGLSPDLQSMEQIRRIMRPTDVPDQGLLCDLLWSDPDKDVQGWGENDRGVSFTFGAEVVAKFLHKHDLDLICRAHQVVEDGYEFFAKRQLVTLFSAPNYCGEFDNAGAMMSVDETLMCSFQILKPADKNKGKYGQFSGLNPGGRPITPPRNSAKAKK
EBNA-1 inhibitor: blocks EBNA-1 binding to DNA. actives 0.34% (n = 300,000). inhibition, % at 14.8 µM. EBNA-1 DNA binding, fluorescence polarization; in the data active means inhibition above about 28%
Yeast superoxide: caloric restriction mimetics inhibiting age-related superoxide in yeast; S. cerevisiae aged cells, superoxide DHE fluorescence; active compounds read low; superoxide response (% of plate mean), % at 10 µM; actives 0.18% (n = 330,000);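 active means superoxide response under a set limit, about three screen SD below normal, cut at about 65% in these data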;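 further: yeast aged for seven days with compound at 30 °C before DHE staining; 100% = average MFI of all compound-treated wells on the plate with controls excluded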
core dimer inh: blocks dimerization of HCV core protein | AID 1899 | inhibition, % at 5 µM | TR-FRET GST/Flag-core106 dimerization, 1536-well | actives 0.33% (n = 300,000);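 active means inhibition above the mean of all tested compounds plus 3 SD, set per screening campaign, cut at about 45% in these data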
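Material: Tagged HCV core106 pair (GST and Flag) | Amount: GST-core106 13.5 nM, Flag-core106 17 nM | Medium: KF-containing HEPES buffer, pH 7.45, DTT, CHAPS, BSA | Reagent: Eu donor and XL665 acceptor anti-tag antibodies | Schedule: 4 h at 22.5 °C | Technique: Time-resolved FRET, ex 340 nm, em 617 and 671 nm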
The depositor's hits bear a star; i = inactive; . = no result given.

SMILES	ZTA counter	CTSL1 counter	JMJD2C inh	TPT1 inh	PP5 primary	PP1 inh	EBNA-1 inhibitor	Yeast superoxide	core dimer inh
CCOC(=O)C1(Cc2cccc(OC)c2)CCCN(S(=O)(=O)c2cccnc2)C1 (centres undefined)	-6	1	2	1	0.5	-4	-12	98	1
Cc1cc(=O)n(C)c(=O)n1CC(=O)N1CCCCCC1	3	-2	33	-4	1.0	-3	-7	98	-3
COc1ccc(C)cc1NC(=O)CCN1CC(C)OC(C)C1 (centres undefined)	-10	10	-3	0	0.1	5	-20	102	2
S=c1[nH]nc(CSCCOc2ccc(Cl)cc2Cl)o1	13	-1	2	1	-3.5	1	8	124	5
O=C(CCN1CCCCCC1)Nc1ccccc1F	-4	-3	-10	2	0.6	-3	-9	96	-6
COc1ccc(C(CC(=O)Nc2ccc(C)cn2)N2Cc3ccccc3C2=O)cc1 (centres undefined)	6	2	9	-1	-1.5	-4	6	95	11
Cc1nc2cc(C(F)(F)F)ccc2n1CCNc1nc(-c2ccc(F)cc2)cs1	6	-2	1	0	2.9	-11	1	102	8
COc1ccccc1C(=O)C1CCCN(C(=O)C2=CC(=O)CC(C)(C)O2)C1 (centres undefined)	-21	-5	36	-1	-0.1	2	0	98	1
COC(=O)c1c(NC(=O)CSc2ncnc3c2cnn3-c2ccccc2Cl)sc2c1CCCC2	1	5	-2	7	2.5	1	0	99	20
Cc1nn(-c2ccccc2)c(Cl)c1/C=C/C(=O)c1ccc(O)cc1	14	6	-3	1	0.5	-2	-6	92	5
Cc1noc(/C=C/c2ccc(-c3ccccc3Cl)o2)c1[N+](=O)[O-]	-3	0	25	138*	-0.6	-2	-1	101	1
O=C(Nc1ccccc1N1CCOCC1)C1CCN(S(=O)(=O)c2ccc(Cl)cc2)CC1	-3	5	0	3	1.0	-2	0	94	5
CCCCCn1c(NCc2ccco2)nc2ccccc21	-12	2	7	-3	0.8	3	0	92	0
C=CCOc1ccccc1NC(=O)CN1C(=O)CNC1=O	-2	2	-1	-2	1.6	-1	0	107	-3
CCOc1ccc(NC(=O)CN(C)C(=O)c2cc3c(s2)CCC(C)C3)cc1OCC (centres undefined)	9	.	6	.	4.5	2	.	79	.
CCOc1ccc(NC(=O)C2CCCN(c3nc(C)cc(C)n3)C2)cc1 (centres undefined)	6	-1	-4	-1	-0.5	-2	2	94	1
Cc1cc(C(=O)N/N=C/c2cc(Br)cc(Br)c2OC(=O)c2cccc(F)c2)n[nH]1	-1	0	-12	-1	4.0	-3	-21	100	-1
CCN(CC)S(=O)(=O)c1cccc(NC(=O)c2cncc(Br)c2)c1	-10	-2	1	-2	-0.7	2	-1	94	-1
Cn1cnc2c1c(=O)n(Cc1c(Cl)cccc1Cl)c(=O)n2C	-29	-1	5	1	-2.3	-3	-9	i	-3
CCOC(=O)C1(Cc2ccc(OC)cc2)CCN(C(=O)C2CCCO2)CC1 (centres undefined)	-12	-1	1	2	1.0	-2	2	91	1
COc1ccc(-c2noc(CN(C)C(=O)c3ccoc3C)n2)cc1OC	-21	-6	-14	-3	0.4	-4	-2	115	6
CCCn1nnnc1NCc1c(F)cccc1Cl	0	4	0	-1	-0.9	-2	2	76	-7
COc1ccc(S(=O)(=O)N(Cc2ccco2)Cc2cc3ccccc3[nH]c2=O)cc1	1	2	15	0	3.3	11	-5	85	7
CC(C)(C)C(=O)N1CCN(c2ccc([N+](=O)[O-])cc2-n2cccc2)CC1	0	0	-37	-2	2.0	0	0	79	3
CC(C)=CCC/C(C)=C/CC(C)(C)CNCCN1CCNCC1	8	1	125	-3	-0.8	-1	3	96	-10
(continued)
SMILES	ZTA counter	CTSL1 counter	JMJD2C inh	TPT1 inh	PP5 primary	PP1 inh	EBNA-1 inhibitor	Yeast superoxide	core dimer inh
O=C(Nc1ccc(F)cc1)c1ccc(CSc2ccc(Cl)cc2)o1	-10	-2	-15	2	3.3	-2	-1	112	-3
S=C(c1cn(Cc2ccccc2)c2ccccc12)N1CCOCC1	1	1	-1	-2	3.5	3	-6	101	7
CN(CCCC1CCCC1)C(=O)c1cc(COc2ccc(F)cc2F)on1	9	4	21	-3	2.9	3	-8	113	3
CC1(C)SC2c3ccccc3C(=O)N2[C@@H]1C(=O)NC1CCCC1 (some centres undefined)	2	-2	0	0	0.6	1	-2	115	2
Cc1nc2c(-c3ccccc3)c(C)nn2c(C)c1CC(=O)O	-4	-1	-1	-3	3.3	2	-6	103	-6
Cc1ccccc1NC1(C#N)C(=O)Nc2ccccc21 (centres undefined)	-4	-3	5	1	2.1	0	0	111	3
O=[N+]([O-])c1ccc(OCCOCCOc2ccc([N+](=O)[O-])cc2)cc1	12	-4	-1	-1	-1.9	-5	1	103	2
CCOc1cc(/C=C2\C(=O)NN(c3ccccc3)C2=O)cc([N+](=O)[O-])c1O	12	8	-9	3	-1.6	-1	8	110	-3
CCN(CC)S(=O)(=O)c1ccc(C(=O)Nn2cnnc2)cc1	7	-3	-8	0	-1.2	0	2	102	4
FC(F)(F)c1cnc(-c2cnc(-c3ccncc3)nc2)c(Cl)c1	-13	-1	19	0	1.3	-1	6	96	3
Cc1cc2n(n1)C(c1cn(-c3ccccc3)nc1C)Nc1ccccc1-2 (centres undefined)	15	-1	11	0	0.3	-1	4	102	1
CC(=O)N(c1ccc(C(C)C)cc1)C1C=CS(=O)(=O)C1 (centres undefined)	-2	-1	1	3	2.7	0	2	114	-3
Cc1cc(N(C)C)nc(Nc2ccccc2)n1	-3	.	9	.	0.2	-2	.	76	.
COc1ccc(/C=N/Nc2ncnc3sc(C)c(C)c23)cc1	-3	3	1	-3	2.8	0	-7	102	-8
CC1Oc2ccccc2N(CC(=O)c2ccccc2)C1=O (centres undefined)	7	0	-29	-4	0.6	-3	6	60*	-2
CC(C)c1ccc(NC2CCCN(C(=O)CCN3CCCCC3=O)C2)cc1 (centres undefined)	-7	-4	36	2	2.3	-1	-7	83	-4
O=C(CSc1nnc(CNC(=O)c2cccs2)o1)Nc1ccccc1	-12	1	3	-1	3.2	5	-5	105	-5
Cn1nc(C(C)(C)C)c([N+](=O)[O-])c1C(=O)Nc1ccccc1	16	-8	-2	-1	-2.1	-5	12	110	0
O=C(OCC(=O)N1CCCc2ccccc21)c1ccccc1NCCO	-22	-3	-1	-6	-0.3	-2	-12	113	1
CN1CCN(Cc2oc(CO)cc(=O)c2O)CC1	-1	-2	7	1	-0.7	0	6	98	2
COC(=O)C1C2C=CC3(CN(C(C)c4ccc(OC)cc4)C(=O)C13)O2 (centres undefined)	-2	-1	3	3	-1.3	-7	1	113	-4
O=C(Nc1ccc2c(c1)OCCO2)C1CCN(S(=O)(=O)Cc2ccccc2)CC1	-15	-1	-15	-1	2.5	1	0	105	-2
O=C(O)CCSc1nnc(-c2ccc3c(c2)OCO3)o1	-3	-1	7	2	1.1	-4	-23	112	-1
CC(=O)c1cccc(NC(=O)CCCOc2ccc(C)cc2)c1	-1	-1	-12	2	2.6	-1	-1	90	-1
COc1cccc(-n2ccnc2SCC(=O)N2CCc3ccccc32)c1	-8	-3	6	-3	1.0	-3	-6	99	1
Next part
SMILES	ZTA counter	CTSL1 counter	JMJD2C inh	TPT1 inh	PP5 primary	PP1 inh	EBNA-1 inhibitor	Yeast superoxide	core dimer inh
O=C(OCCN1C(=O)c2ccccc2C1=O)c1cccc(OC(F)F)c1	1	2	2	4	-0.6	1	-2	99	3
O=C(Cn1cccc1)N1CCN(C(c2ccccc2)c2ccccc2)CC1	7	5	1	-2	2.7	2	9	85	12
Cc1onc(-c2ccccc2Cl)c1C(=O)N1CCN(c2ccc(F)cc2)CC1	-7	1	-7	-1	0.9	2	1	102	-13
Cc1cc(C)n(C(=O)CNC(=O)c2ccc(Cl)cc2Cl)n1	-6	-2	.	0	0.5	2	-7	96	-6
CC1Oc2ccccc2N(CC(=O)NCCCN2CCOCC2)C1=O (centres undefined)	7	2	-18	0	-0.8	-1	11	96	8
COc1ccc(NS(=O)(=O)c2ccc3nc(COc4cccc5ccccc45)[nH]c3c2)cc1	-3	2	-6	7	8.4	7	1	80	24
CC(=O)Nc1ccc(NC(=O)c2cccc(S(=O)(=O)N(C)C3CCCCC3)c2)cc1	-22	.	15	.	4.3	0	.	112	.
Cc1cc(C(=O)CSc2nc(N)cc(N)n2)c(C)n1CCc1ccc(F)cc1	-10	-3	22	1	2.8	10	13	105	15
CN(C)c1ccc(P(=O)(OCc2ccccc2)C(O)c2ccc(Cl)cc2)cc1 (centres undefined)	11	5	0	1	-0.4	-2	-17	96	-6
CCC(C)N(C(=O)CSc1ncnc2sccc12)C1CCS(=O)(=O)C1 (centres undefined)	4	.	-1	.	-1.5	-3	.	72	.
COc1nc(Cl)cn(-c2ccc(C)cc2)c1=O	6	1	2	-2	-1.0	-1	5	92	3
COc1cc(/C=N/N=C(\N)c2nonc2N)ccc1O	1	3	0	-2	0.5	-2	-3	102	-6
COCCCN1C(=O)C(=O)/C(=C(/O)c2ccc(S(=O)(=O)N3CCOCC3)cc2)C1c1ccc(F)cc1 (centres undefined)	-1	8	1	-3	1.3	-3	-13	121	-2
CC1CCCCC1NC(=O)Cc1ccc(S(=O)(=O)N2CCOCC2)s1 (centres undefined)	21	5	-6	-1	0.1	-4	5	113	4
O=C1C(Oc2ccc(Cl)cc2)C(c2ccc3c(c2)OCO3)N1CC1CCCO1 (centres undefined)	-17	-4	0	-1	3.2	2	-2	113	0
O=C(NNC(=O)c1cccs1)c1ccncc1	-8	0	3	-3	1.7	-2	-5	93	-2
Cc1cc(C)c(C(=O)C(C)OC(=O)c2ccccn2)cc1C (centres undefined)	1	-6	24	0	-0.7	-4	13	97	-1
COc1ccc(/C=C2\CCn3c2nc2cc(C(=O)O)ccc2c3=O)cc1O	10	2	10	-3	4.2	1	1	85	-11
COc1ccc(-c2nnc(-c3cccnc3)o2)cc1OC	0	0	5	4	-1.4	-2	5	100	-1
COc1ccc(N2CCN(C(=O)COc3ccc(Cl)cc3Cl)CC2)cc1	0	2	-6	-1	-0.1	7	0	97	2
CCOc1ccccc1/C=C(/NC(=O)c1ccccc1)C(=O)N(CC)CC	8	-4	4	-3	2.6	-2	-5	96	10
COc1ccc(/C(N)=N/OC(=O)N2CCOCC2)cc1	13	-4	2	2	0.9	-4	-4	95	-12
CN(C)c1ccc(/C=N/N(CCC(=O)NC(C)(C)C)C2=NS(=O)(=O)c3ccccc32)cc1	-4	2	2	-1	1.2	-1	6	100	1
CCOC(=O)c1cn(CC)c2cc3c(cc2c1=O)OCO3	-15	-3	4	-1	1.1	0	6	101	-10
Cc1cccc(OC(=O)n2c(=S)oc3cc(Cl)ccc32)c1	-1	0	7	2	1.0	0	-4	99	-2

Laid out differently: results already given.
compound | ZTA counter | CTSL1 counter | JMJD2C inh | TPT1 inh | PP5 primary | PP1 inh | EBNA-1 inhibitor | Yeast superoxide | core dimer inh
CCC(C)N(C(=O)CSc1ncnc2sccc12)C1CCS(=O)(=O)C1 (centres undefined) | 4 | . | -1 | . | -1.5 | -3 | . | 72 | .
CCOc1ccccc1/C=C(/NC(=O)c1ccccc1)C(=O)N(CC)CC | 8 | -4 | 4 | -3 | 2.6 | -2 | -5 | 96 | 10
COc1ccc(/C=C2\CCn3c2nc2cc(C(=O)O)ccc2c3=O)cc1O | 10 | 2 | 10 | -3 | 4.2 | 1 | 1 | 85 | -11
Cc1cc(C(=O)CSc2nc(N)cc(N)n2)c(C)n1CCc1ccc(F)cc1 | -10 | -3 | 22 | 1 | 2.8 | 10 | 13 | 105 | 15
O=C1C(Oc2ccc(Cl)cc2)C(c2ccc3c(c2)OCO3)N1CC1CCCO1 (centres undefined) | -17 | -4 | 0 | -1 | 3.2 | 2 | -2 | 113 | 0
